aSyn 5UTR inh = MLPCN primary screen, SNCA 5' untranslated region. alpha-synuclein 5'UTR reporter, inhibitor activity. inhibition, % (tested at 7.5 µM). hit rate 0.82% among 300,000; in the data active means inhibition above about 60%;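 further: H4 neuroglioblastoma cells stably carrying SNCA 5'UTR luciferase fusion; 0% = DMSO wells and 100% = positive control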
SKKanGAS inh = S. pyogenes SKKanGAS growth inhibitors in kanamycin, primary screen, streptokinase expression inhibitor project, SKKanGAS strain, BacTiter-Glo luminescence. 6 h. hit rate 1.3% among 300,000. inhibition, % at 7.5 µM;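 active means mean replicate score, as percent of positive control median, at least 50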;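 further: strain carries kanamycin resistance gene driven by streptokinase promoter and grows in 40 µg/ml kanamycin; loss of luminescence reflects streptokinase promoter inhibition or plain growth inhibition; 0% = median of DMSO wells and 100% = positive control at its reference dose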
TRPC4 agonist = activators of mouse TRPC4 channel, primary screen, Fluo4 calcium, HEK293 TRPC4beta/mu-opioid cells | Fluo4 calcium fluorescence; stronger effect = higher value | B-score at 10 µM | hit rate 0.49% among 310,000;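 active means B-score above 5 SD of library B-scores, and initial fluorescence ratio not above library mean plus 5 SD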;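 further: positive B-score marks a calcium rise read as TRPC4 activation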
Target sequence (Q9QUQ5 whole entry, looked up): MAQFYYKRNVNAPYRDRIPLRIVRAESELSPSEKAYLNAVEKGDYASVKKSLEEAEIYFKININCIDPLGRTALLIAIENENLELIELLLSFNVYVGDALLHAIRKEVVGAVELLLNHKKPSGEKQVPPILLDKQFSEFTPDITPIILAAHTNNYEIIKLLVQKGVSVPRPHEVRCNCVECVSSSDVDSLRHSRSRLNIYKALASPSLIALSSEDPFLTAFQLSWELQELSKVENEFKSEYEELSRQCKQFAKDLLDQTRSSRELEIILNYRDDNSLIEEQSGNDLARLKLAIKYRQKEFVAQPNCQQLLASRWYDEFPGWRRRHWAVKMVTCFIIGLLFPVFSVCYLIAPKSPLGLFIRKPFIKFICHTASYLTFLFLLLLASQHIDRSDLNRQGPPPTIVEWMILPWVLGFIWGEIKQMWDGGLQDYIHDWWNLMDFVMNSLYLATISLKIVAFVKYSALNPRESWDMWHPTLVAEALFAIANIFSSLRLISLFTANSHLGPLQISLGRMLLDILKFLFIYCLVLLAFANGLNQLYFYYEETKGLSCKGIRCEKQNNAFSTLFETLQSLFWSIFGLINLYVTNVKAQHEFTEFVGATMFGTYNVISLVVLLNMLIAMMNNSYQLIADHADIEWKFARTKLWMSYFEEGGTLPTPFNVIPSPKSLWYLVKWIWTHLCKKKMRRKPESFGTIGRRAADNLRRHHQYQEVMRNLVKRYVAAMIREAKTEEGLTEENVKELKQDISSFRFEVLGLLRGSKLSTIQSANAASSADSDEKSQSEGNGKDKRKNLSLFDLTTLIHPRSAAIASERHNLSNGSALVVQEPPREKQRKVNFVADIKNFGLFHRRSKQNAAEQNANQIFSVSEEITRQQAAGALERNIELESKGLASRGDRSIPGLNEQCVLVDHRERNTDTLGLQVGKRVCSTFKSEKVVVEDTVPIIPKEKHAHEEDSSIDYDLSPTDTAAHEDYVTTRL
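Assay system: HEK293 stable line with TRPC4beta plus mu-opioid receptor. Times: dye 45 min RT, read 110 s. Measured by: kinetic Fluo4 calcium fluorescence. Measure: B score of integrated ratio. Controls: assay buffer as low control, maximal DAMGO as high control.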
TRPC6 inh = mouse TRPC6 channel inhibitors, primary screen, cell-based, HEK293, membrane potential dye; B-score at 10 µM; AID 2553, 2010; ACh-evoked depolarization; stronger effect = lower value; hit rate 1.1% among 310,000;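 active means B-score under library mean minus 3 SD, initial fluorescence not abnormally high, positive integrated signal ratio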;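 further: B-score derived from integrated fluorescence ratio over the kinetic read; more negative B-score means stronger inhibition of depolarization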
KLF5 inh = KLF5 expression inhibitors, primary screen, DLD-1 cells, luminescence | AID 1700, 2009 | DLD-1 KLF5 promoter-luciferase reporter | inhibition, % at 5 µM | hit rate 0.23% among 290,000;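 active means inhibition above a per-plate limit of that plate's mean compound inhibition plus 3 SD, cut at about 60% in these data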;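 further: 0% = DMSO wells and 100% = LY294002 at 200 µM; higher means less KLF5 promoter-driven luciferase light; inactives centre near -14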
IEC-6 cytotox = cytotoxicity in IEC-6 intestinal epithelial cells, primary screen, cytotoxicity control for KLF5 inhibitor project, cell-based, luminescence. IEC-6 cytotoxicity, luminescence viability. inhibition, % at 5 µM. hit rate 0.78% among 290,000. AID 1825, 2009; in the data active means inhibition above about 22%;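 further: 0% = plate median of test compound wells and 100% = cytotoxic reference compound wells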
MrgX1 antagonist = antagonists of human MrgX1 receptor, primary screen, HEK293 cells, Fluo-4 calcium flux; Mas-related G-protein coupled receptor member X1 (Homo sapiens), Q96LB2; BAM8-22 antagonism; stronger effect = lower value; B-score at 10 µM; hit rate 1.3% among 310,000; AID 588676, 2011;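 active means calcium-response B-score plate-corrected more than 3 library SD below zero, starting fluorescence within 5 deviations, no agonist response on first addition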;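 further: peak minus trough fluorescence over baseline after final BAM8-22 challenge near maximal dose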
TRPC4 block = inhibitors of mouse TRPC4 channel, primary screen, Fluo4 calcium, HEK293 TRPC4beta/mu-opioid cells. Short transient receptor potential channel 4 (Mus musculus), Q9QUQ5. DAMGO-evoked Fluo4 calcium flux; stronger effect = lower value. B-score at 10 µM. hit rate 0.39% among 300,000;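 active means B-score over 3 SD under the library average, no early fluorescence shift, positive overall ratio signal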
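Assay system – HEK293 line stably carrying TRPC4beta and mu-opioid receptor · Doses – single dose · Detection – Fluo4 calcium-dye fluorescence, kinetic read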
HIF activator = HIF pathway transcriptional activators, primary screen, cell-based, U2OS HRE-luciferase, luminescence; hit rate 0.32% among 300,000; AID 1910, 2009; U2OS HRE-luciferase reporter; normalized: DMSO 0%, desferrioxamine 100%; activation, % at 7.5 µM (by protocol);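 active means mean activation of at least 10% of the iron chelator positive control signal, with at least half of replicates also reaching 10%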
TRPC6 activator = mouse TRPC6 channel activators, primary screen, cell-based, HEK293, membrane potential dye | hit rate 0.13% among 310,000 | HEK293-TRPC6 membrane potential dye fluorescence; stronger effect = higher value | Short transient receptor potential channel 6 (Mus musculus), Q61143 | B-score at 10 µM;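 active means B-score of the integrated fluorescence ratio above library mean plus 3 SD, and starting fluorescence ratio within library mean plus 5 SD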;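 further: higher score means more depolarization so channel activation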
TRPC4 PAM = positive allosteric modulators of TRPC4, primary screen, cell-based, mouse TRPC4beta, HEK293 mu-opioid, Fluo-4 calcium; B-score at 10 µM; DAMGO EC20, Fluo-4 Ca2+ flux; stronger effect = higher value; hit rate 0.42% among 310,000; AID 2227, 2009; Short transient receptor potential channel 4 (Mus musculus), Q9QUQ5;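 active means B-score of calcium response area above 5 SD of library B-scores, with initial fluorescence ratio within 5 SD of library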;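 further: B-score of integrated fluorescence ratio over time as area under calcium response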
An asterisk follows results filed as active; i = inactive; · = not tested or not shown. Hits appear at their usual frequency (roughly 5.8% active in at least one column).

SMILES	aSyn 5UTR inh	SKKanGAS inh	TRPC4 agonist	TRPC6 inh	KLF5 inh	IEC-6 cytotox	MrgX1 antagonist	TRPC4 block	HIF activator	TRPC6 activator	TRPC4 PAM
COc1ccccc1-c1nnc(SCC(=O)N2CCOCC2)n1-c1ccccc1	13	2	i	i	-8	-3	i	i	0.1	i	i
O=C(CSc1nc2ccccc2c(=O)n1Cc1ccco1)N1CCN(c2ccccc2)CC1	28	-3	i	i	-8	1	i	i	-0.6	i	i
Cc1c(CCC(=O)N[C@@H](C)C(=O)O)c(=O)oc2cc3oc4c(c3cc12)CCCC4	71*	12	i	i	-20	6	i	i	-3.1	i	i
O=C(CSc1ncn[nH]1)NCc1ccc2c(c1)OCO2	11	4	i	i	9	2	i	i	-0.3	i	i
Cc1ccc(Oc2ccc(NC(=O)CCC(=O)OCC(=O)c3cccs3)cc2)cc1C	18	18	i	i	-38	7	i	i	0.1	i	i
CC12CC(O)C3c4ccc(O)cc4CCC3C1CCC2=O (stereo not drawn)	1	-5	i	i	-43	-2	i	i	-0.8	i	i
COc1ccc(OCC(=O)Nc2ccc3oc(-c4ccncc4)nc3c2)cc1	-18	-1	i	i	-3	0	i	i	-0.4	i	i
COc1ccc(OCCC(=O)OCC(=O)NCc2ccccc2OC)cc1	-4	2	i	i	·	·	i	i	0.6	i	i
O=C(Cc1sc(Nc2ccccc2)nc1-c1ccccc1)NCc1ccccn1	-182	13	i	i	-73	9	i	i	3.2	i	i
COc1ccc(CNC(=O)C2CCCN2C(=O)NC2CCCCC2)cc1 (stereo not drawn)	-1	-8	i	i	-20	-6	i	i	-0.6	i	i
CCOc1ccc(S(=O)(=O)NCc2ccc(C)cc2)c2cccnc12	-5	2	i	i	-8	-8	i	i	0.1	i	i
CCCN(CCC)c1nc(N)nc(-c2cc(Cl)ccc2OC)n1	22	4	i	i	-25	-2	i	i	-0.3	i	i
O=C(Nc1cccc(-c2nn[nH]n2)c1)c1cccs1	-20	-4	i	i	-41	-3	i	i	0.0	i	i
CCOc1ccc2[nH]c(=O)c(C(c3nnnn3CCOC)N3CCOCC3)cc2c1 (stereo not drawn)	19	1	i	i	0	0	i	i	-0.3	i	i
Cc1ccc(C)c(N2CCN(C(=O)c3ccc(CSc4nc5ccncc5[nH]4)cc3)CC2)c1	16	6	i	i	0	4	i	i	-0.2	i	i

Another view of part of the listing above.
COc1ccccc1-c1nnc(SCC(=O)N2CCOCC2)n1-c1ccccc1
- aSyn 5UTR inh: 13
- SKKanGAS inh: 2
- TRPC4 agonist: i
- TRPC6 inh: i
- KLF5 inh: -8
- IEC-6 cytotox: -3
- MrgX1 antagonist: i
- TRPC4 block: i
- HIF activator: 0.1
- TRPC6 activator: i
- TRPC4 PAM: i
CCCN(CCC)c1nc(N)nc(-c2cc(Cl)ccc2OC)n1
- aSyn 5UTR inh: 22
- SKKanGAS inh: 4
- TRPC4 agonist: i
- TRPC6 inh: i
- KLF5 inh: -25
- IEC-6 cytotox: -2
- MrgX1 antagonist: i
- TRPC4 block: i
- HIF activator: -0.3
- TRPC6 activator: i
- TRPC4 PAM: i
O=C(CSc1nc2ccccc2c(=O)n1Cc1ccco1)N1CCN(c2ccccc2)CC1
- aSyn 5UTR inh: 28
- SKKanGAS inh: -3
- TRPC4 agonist: i
- TRPC6 inh: i
- KLF5 inh: -8
- IEC-6 cytotox: 1
- MrgX1 antagonist: i
- TRPC4 block: i
- HIF activator: -0.6
- TRPC6 activator: i
- TRPC4 PAM: i
CCOc1ccc2[nH]c(=O)c(C(c3nnnn3CCOC)N3CCOCC3)cc2c1 (stereo not drawn)
- aSyn 5UTR inh: 19
- SKKanGAS inh: 1
- TRPC4 agonist: i
- TRPC6 inh: i
- KLF5 inh: 0
- IEC-6 cytotox: 0
- MrgX1 antagonist: i
- TRPC4 block: i
- HIF activator: -0.3
- TRPC6 activator: i
- TRPC4 PAM: i

Rewritten as comma-separated lines: two of the compounds above.
canonical_smiles,aSyn 5UTR inh,SKKanGAS inh,TRPC4 agonist,TRPC6 inh,KLF5 inh,IEC-6 cytotox,MrgX1 antagonist,TRPC4 block,HIF activator,TRPC6 activator,TRPC4 PAM
Cc1c(CCC(=O)N[C@@H](C)C(=O)O)c(=O)oc2cc3oc4c(c3cc12)CCCC4,71*,12,i,i,-20,6,i,i,-3.1,i,i
O=C(CSc1ncn[nH]1)NCc1ccc2c(c1)OCO2,11,4,i,i,9,2,i,i,-0.3,i,i

Further compounds
SMILES	aSyn 5UTR inh	SKKanGAS inh	TRPC4 agonist	TRPC6 inh	KLF5 inh	IEC-6 cytotox	MrgX1 antagonist	TRPC4 block	HIF activator	TRPC6 activator	TRPC4 PAM
CCOc1ccc(CN(C)C(=O)NNC(=O)c2ccc(C)cc2)cc1OC	11	-2	i	i	-30	6	i	i	-1.4	i	i
Cc1ccccc1CN1CCN(CC2CC3C=CC2C3)CC1 (stereo not drawn)	-23	0	i	i	-2	6	i	i	-0.2	i	i
Nc1c(-c2ccccc2)cnc2cc(-c3ccccc3)nn12	-121	-3	i	i	-102	-5	·	i	0.2	i	i
CCOC(=O)c1c(CN(CC)CC)n(-c2ccccc2)c2ccc(O)cc12	-8	3	i	i	-36	-5	i	i	-2.2	i	i
CC(C)N(C(=S)NC1CC2CCC1C2)c1ccccc1 (stereo not drawn)	-13	17	i	i	-1	-4	i	i	-0.7	i	i
CC(C)CC(=O)NC(c1ccccc1Cl)c1c(O)ccc2ccccc12 (stereo not drawn)	-21	46	i	i	-24	-7	i	i	-0.5	i	i
COC(=O)C1=C(C)NC(C)=C(C(=O)O[C@@H]2CCCN(Cc3ccccc3)C2)[C@@H]1c1cccc([N+](=O)[O-])c1	61	9	i	i	·	·	i	i	0.5	i	i
O=C(CNC(=O)c1ccc2ccccc2c1)NCc1ccc(F)cc1	12	-10	i	i	-9	-4	i	i	-9.6	i	i
CNC(=S)N(CCc1c(C)[nH]c2ccc(Cl)cc12)Cc1cccnc1	9	11	i	i	6	2	i	i	0.3	i	i
CC(C)(C)c1cc(-c2ccccc2)n[nH]1	-49	10	i	i	-12	-2	i	i	0.7	i	i
Cc1ccc(C(=O)O)cc1NC(=O)CN1C(=O)C2C3c4ccccc4C(Br)(c4ccccc43)C2C1=O (stereo not drawn)	5	5	i	i	-4	1	i	i	-0.3	i	i
O=C(NCCCn1ccnc1)/C(=C\c1cccnc1)NC(=O)c1ccco1	-1	2	i	i	-6	-5	i	i	-0.5	i	i
COC(=O)Cc1ccc(OC(=O)c2cccc(S(=O)(=O)N3CCN(C)CC3)c2)cc1	3	-10	i	i	·	·	i	i	-0.4	i	i
CCOCCCN(C)C1CCN(C(=O)c2oc3ccccc3c2NC(=O)c2ccc([N+](=O)[O-])cc2)CC1	0	-1	i	i	-47	-4	i	i	0.2	i	i
CCOc1ccccc1Nc1nnc(SCC(=O)Nc2cc(C)on2)s1	2	2	i	i	1	-1	i	i	-0.8	i	i
CCCc1nc(SCC(=O)Nc2nnc(CC)s2)c2c(C)c(C)sc2n1	22	0	i	i	-13	-8	i	i	-0.1	i	i
COc1ccccc1C(CCN(Cc1ccccc1)C(C)=O)c1ccco1 (stereo not drawn)	-3	0	i	i	-27	0	i	i	·	i	i
CC(C)/C=C1\CC/C(=C\c2ccc(N(C)C)cc2)C1=O	-58	6	i	i	-1	2	i	i	2.3	i	i
CC(C)C(=O)NCCc1nc(-c2ccccc2Cl)no1	2	8	i	i	·	·	i	i	-6.8	i	i
CC(=O)Nc1cc(C(=O)OCC(=O)c2ccc(C)cc2)ccc1C	-151	2	i	i	-17	7	i	i	1.8	i	i
Cc1ccc(S(=O)(=O)N2CCCCC2)cc1NC(=O)Cn1c(=O)cnc2ccccc21	5	-15	i	i	-35	2	i	i	-0.3	i	i
O=C(O)CSc1c2c(nc3cc(C(=O)Nc4ccc(F)c(Cl)c4)ccc13)CCCC2	13	-8	i	i	-13	0	i	i	0.3	i	i
O=C(Nc1nc(-c2cccc([N+](=O)[O-])c2)cs1)c1cccc([N+](=O)[O-])c1C(=O)O	2	-1	i	i	-4	2	i	i	0.2	i	i
N#Cc1cc(Cl)c(NCC2CCCO2)cc1C#N (stereo not drawn)	8	-1	i	i	-4	6	i	i	-17	i	i
O=C(CCCN1C(=O)/C(=C/c2cccc(Br)c2)SC1=S)N1CCOCC1	12	0	i	i	3	3	i	i	-0.7	i	i
COCCNC(=S)N/N=C(\C)c1ccc(Cl)c(Cl)c1Cl	3	-3	i	i	-13	8	i	i	0.0	i	i
CC(/C=C/C=C/c1ccccc1)=N/NC(=O)CNc1ccccc1C	0	-3	i	i	-8	-1	i	i	0.7	i	i
Cc1ccc2c(cnn2C(=O)CCC(=O)NC2CCCCC2)c1	-13	-3	i	i	3	1	i	i	0.2	i	i
COc1ccccc1C(O)c1nccn1C (stereo not drawn)	2	-4	i	i	-37	-5	i	i	0.2	i	i
CCc1ccc(NC(=O)c2onc(C)c2Cl)cc1	-182	2	i	i	-139	7	i	i	3.6	i	i
CCOC(=O)N1CCN(C(=O)CSc2ccc3nnc(-c4cccnc4)n3n2)CC1	-31	-1	i	i	6	1	i	i	-0.2	i	i
